Bioassay records (PubChem BioAssay)
procasp3 activ = activators of human procaspase-3 D3A mutant, primary screen, biochemical, absorbance, PC-3 D3A mutant, single concentration; Caspase-3 (Homo sapiens), P42574; recombinant procaspase-3 D3A, Ac-DEVD-pNA absorbance 405 nm; activation, % at 8.5 µM; 0.11% of 330,000 active; AID 463141, 2010;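 active means activation above the mean of all tested compounds plus 3 SD, cut at about 21% in these data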;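 further: 0% = DMSO alone and 100% = DMSO wells spiked with extra 5 µM PC-3 D3A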
Target sequence (P42574 whole entry D9A/D28A/D175A): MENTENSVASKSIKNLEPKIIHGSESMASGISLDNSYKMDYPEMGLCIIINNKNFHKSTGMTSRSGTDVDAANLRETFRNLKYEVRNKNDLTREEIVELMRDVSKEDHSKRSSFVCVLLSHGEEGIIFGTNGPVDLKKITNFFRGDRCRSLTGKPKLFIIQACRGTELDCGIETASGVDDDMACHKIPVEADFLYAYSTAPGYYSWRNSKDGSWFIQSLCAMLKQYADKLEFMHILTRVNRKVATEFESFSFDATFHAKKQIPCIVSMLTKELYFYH
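Assay system: Autoprocessing-dead procaspase-3 D3A mutant enzyme; also added: Ac-DEVD-pNA; doses: one concentration, 8.5 µM nominal, 0.8% DMSO; times: 1 h compound preincubation, 2 h substrate hydrolysis at 25 °C; technique: 405 nm absorbance of p-nitroaniline, reads at 0 and 120 min; measure: % activation between DMSO and enzyme-spiked controls; repeats: single replicate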
AGP1-GFP MLPCN = modulators of AGP1-GFP expression in yeast TOR pathway, primary screen, cell-based, multiplex flow cytometry, S. cerevisiae, MLPCN library; 3 h; GFP as percent of DMSO wells; AID 2066, 2009; GFP response vs DMSO, % at 10 µM; 0.02% of 320,000 active;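 active means GFP response relative to DMSO above a set limit, near screen average plus 3 SD, cut at about 150% in these data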;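 further: median GFP channel fluorescence of the gated AGP1 strain per well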
CIT2-GFP yeast = modulators of CIT2-GFP expression in yeast, primary screen, S. cerevisiae, GFP fusion, multiplex flow cytometry, MLPCN library; 0.065% of 320,000 active; S. cerevisiae CIT2-GFP strain, 3 h; 100 means same as DMSO wells; AID 2029, 2009; GFP response vs DMSO, % at 10 µM;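 active means GFP response relative to DMSO above a set limit, near the screen mean plus 3 SD, cut at about 150% in these data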;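 further: ratio of well median GFP fluorescence to mean of DMSO wells on the plate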
MEP2-GFP yeast = modulators of MEP2-GFP levels in yeast, primary screen, S. cerevisiae, multiplex flow cytometry, MLPCN library; S. cerevisiae MEP2-GFP strain, 3 h; 100% = DMSO control level; GFP response vs DMSO, % at 10 µM; 0.51% of 330,000 active; AID 2016, 2009;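 active means GFP response versus DMSO above a set limit, roughly screen mean plus 3 SD, cut at about 180% in these data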;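 further: median GFP fluorescence of the barcode-gated MEP2-GFP cells per well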
RPL19A TOR yeast = RPL19A-GFP expression modulators in yeast, primary screen, cell-based, S. cerevisiae, multiplex flow cytometry, MLPCN; percent response vs DMSO, % at 10 µM; 0.3% of 330,000 active; S. cerevisiae RPL19A-GFP strain, 3 h; hits give low values; AID 2025, 2009;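 active means percent response vs DMSO below 50%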;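 further: median channel GFP fluorescence of the barcoded RPL19A-GFP strain; ratio of sample median GFP to plate DMSO average so 100% = DMSO; lower means less RPL19A-GFP as with rapamycin TOR inhibition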
proCasp7 act = procaspase-7 activators, primary screen, counter-screen for procaspase-3 activator project, biochemical, absorbance, HTS, human | Caspase-7 (Homo sapiens), P55210 | recombinant procaspase-7, Ac-DEVD-pNA absorbance 405 nm; D23A/D198A/D206A triple mutant, cannot self-cleave; scale: DMSO 0, 5 µM enzyme 100 | activation, % at 8.5 µM | 0.093% of 330,000 active | AID 463210, 2010;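 active means percent activation above the screen-wide mean plus 3 SD, cut at about 25% in these data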
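Replicates: singlicate. Assay system: Procaspase-7 triple mutant (PC-7 D3A). Signal: 405 nm absorbance of p-nitroaniline. Times: 1 h preincubation, 2 h reaction. Buffer or medium: Zinc-free HEPES pH 7.4 with 300 mM NaCl, 0.01% Triton X-100. Also added: DEVD-pNA substrate. Benchmarks: DMSO wells as 0%, DMSO with 5 µM added PC-7 as 100%.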
AHR act = AHR activators, primary screen, cell-based, luminescence, luciferase reporter, human | Aryl hydrocarbon receptor (Homo sapiens), P35869 | AHR-responsive luciferase reporter cells | activation, % at 5 µM | 2.5% of 320,000 active | AID 2796, 2010; in the data active means activation above about 47%;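 further: 0% = vehicle wells and 100% = reference agonist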
Target sequence (P35869 whole entry, looked up): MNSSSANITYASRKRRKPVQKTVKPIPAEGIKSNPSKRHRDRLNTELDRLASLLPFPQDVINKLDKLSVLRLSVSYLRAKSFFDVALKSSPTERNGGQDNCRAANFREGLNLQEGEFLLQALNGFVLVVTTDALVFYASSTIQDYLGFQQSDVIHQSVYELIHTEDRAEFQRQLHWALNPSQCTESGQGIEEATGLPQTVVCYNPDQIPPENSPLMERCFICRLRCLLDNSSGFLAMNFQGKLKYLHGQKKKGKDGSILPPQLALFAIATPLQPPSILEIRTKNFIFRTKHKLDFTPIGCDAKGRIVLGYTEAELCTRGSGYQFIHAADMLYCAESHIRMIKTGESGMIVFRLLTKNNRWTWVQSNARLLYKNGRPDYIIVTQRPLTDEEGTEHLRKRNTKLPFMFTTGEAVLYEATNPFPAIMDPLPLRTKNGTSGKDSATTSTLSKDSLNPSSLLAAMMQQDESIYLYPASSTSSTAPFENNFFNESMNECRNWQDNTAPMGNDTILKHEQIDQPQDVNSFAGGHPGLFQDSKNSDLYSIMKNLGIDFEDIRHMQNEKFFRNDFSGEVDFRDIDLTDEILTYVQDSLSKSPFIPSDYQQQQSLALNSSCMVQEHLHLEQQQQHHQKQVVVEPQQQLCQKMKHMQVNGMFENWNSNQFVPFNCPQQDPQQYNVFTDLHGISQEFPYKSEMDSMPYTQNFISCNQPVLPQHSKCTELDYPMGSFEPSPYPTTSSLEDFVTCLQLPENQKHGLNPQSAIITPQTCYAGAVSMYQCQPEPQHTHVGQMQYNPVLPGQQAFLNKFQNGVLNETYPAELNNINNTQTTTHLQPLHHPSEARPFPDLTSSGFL
LAP4 TOR yeast = modulators of LAP4-GFP expression in yeast, primary screen, S. cerevisiae, multiplex flow cytometry, MLPCN library; 0.34% of 320,000 active; 3 h; median GFP as percent of DMSO wells; GFP response vs DMSO, % at 10 µM;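 active means GFP response vs DMSO above a set limit, about the screen mean plus 3 SD, cut at about 150% in these data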
* marks the source's active call; other numbers are inactive results. Compounds as they come, and some 3.5% of all compounds hit somewhere here.

For O=C(N/N=C/c1cc([N+](=O)[O-])ccc1O)C1CCCCC1 the results were procasp3 activ -4, AGP1-GFP MLPCN 103, CIT2-GFP yeast 106, MEP2-GFP yeast 103, RPL19A TOR yeast 104, proCasp7 act -18, AHR act 2 and LAP4 TOR yeast 114.
COc1ccc2c(c1)C(=O)c1ccccc1CO2 was read as procasp3 activ 6, AGP1-GFP MLPCN 89, CIT2-GFP yeast 86, MEP2-GFP yeast 92, RPL19A TOR yeast 94, proCasp7 act 2, AHR act 3 and LAP4 TOR yeast 90.
Cc1nn(CC(=O)N(C)C2CCS(=O)(=O)C2)c(C)c1S(=O)(=O)N(C)C (stereo unspecified) was read as procasp3 activ 4, AGP1-GFP MLPCN 100, CIT2-GFP yeast 91, MEP2-GFP yeast 96, RPL19A TOR yeast 101, proCasp7 act 3, AHR act 0 and LAP4 TOR yeast 103.
For Cc1ccc(SCc2ccc(C(=O)Nc3nccs3)o2)cc1 the results were procasp3 activ 7, AGP1-GFP MLPCN 91, CIT2-GFP yeast 101, MEP2-GFP yeast 99, RPL19A TOR yeast 101, proCasp7 act 1, AHR act 10 and LAP4 TOR yeast 103.
For O=C(NCCCl)Nc1ccccc1OCCOc1ccccc1NC(=O)NCCCl the results were procasp3 activ -10, AGP1-GFP MLPCN 99, CIT2-GFP yeast 101, MEP2-GFP yeast 103, RPL19A TOR yeast 103, proCasp7 act 2, AHR act 1 and LAP4 TOR yeast 98.
`CCOC(=O)c1c(CSc2ccccc2)oc2ccc(O)cc12` gave procasp3 activ -1, AGP1-GFP MLPCN 96, CIT2-GFP yeast 88, MEP2-GFP yeast 99, RPL19A TOR yeast 103, proCasp7 act -4, AHR act 2 and LAP4 TOR yeast 103.
`Cn1c2ccccc2c(=O)c2ccc(-c3ccc4c(c3)OCO4)cc21` gave procasp3 activ -4, AGP1-GFP MLPCN 77, CIT2-GFP yeast 68, MEP2-GFP yeast 90, RPL19A TOR yeast 90, proCasp7 act -7, AHR act -4 and LAP4 TOR yeast 113.
For COc1cc(Nc2c3ccccc3nc3ccccc23)cc(OC)c1OC the results were procasp3 activ -2, AGP1-GFP MLPCN 91, CIT2-GFP yeast 92, MEP2-GFP yeast 109, RPL19A TOR yeast 101, proCasp7 act -9, AHR act 15 and LAP4 TOR yeast 99.
Screening COC(=O)c1c(NC(=O)CSc2nnc(-c3ccco3)n2Cc2ccccc2)sc(C)c1C returned procasp3 activ 0, AGP1-GFP MLPCN 98, CIT2-GFP yeast 92, MEP2-GFP yeast 96, RPL19A TOR yeast 99, proCasp7 act 6, AHR act 0 and LAP4 TOR yeast 101.
For COCc1c(C(=O)N2CCN(Cc3nc4ccccc4s3)CC2)oc2ccccc12 the results were procasp3 activ -13, AGP1-GFP MLPCN 107, CIT2-GFP yeast 90, MEP2-GFP yeast 107, RPL19A TOR yeast 100, proCasp7 act -4, AHR act 10 and LAP4 TOR yeast 120.
For COc1ccc(-c2[nH]ncc2CN(CCO)CC23CC4CC(CC(C4)C2)C3)c(OC)c1 the results were procasp3 activ 1, AGP1-GFP MLPCN 97, CIT2-GFP yeast 98, MEP2-GFP yeast 98, RPL19A TOR yeast 100, proCasp7 act 9, AHR act -2 and LAP4 TOR yeast 103.
`CCN(C[C@H]1N[C@@](Cc2ccccc2)(C(=O)OC)[C@H]2C(=O)N(C)C(=O)[C@@H]12)S(=O)(=O)c1ccc(OC(F)(F)F)cc1` gave procasp3 activ -12, AGP1-GFP MLPCN 87, CIT2-GFP yeast 93, MEP2-GFP yeast 86, RPL19A TOR yeast 90, proCasp7 act 10, AHR act -2 and LAP4 TOR yeast 87.
Cc1ccc(Cn2c(-n3nc(C)cc3C)nc3c2c(=O)[nH]c(=O)n3C)cc1 was read as procasp3 activ 3, AGP1-GFP MLPCN 98, CIT2-GFP yeast 98, MEP2-GFP yeast 99, RPL19A TOR yeast 98, proCasp7 act 6, AHR act 1 and LAP4 TOR yeast 95.
`Fc1ccc(CNCc2ccc(Br)cc2)cc1` gave procasp3 activ -4, AGP1-GFP MLPCN 93, CIT2-GFP yeast 100, MEP2-GFP yeast 97, RPL19A TOR yeast 100, proCasp7 act 2, AHR act 0 and LAP4 TOR yeast 85.
`CCN1CCN(Cc2c(O)ccc3c2O/C(=C\C=C\c2ccccc2OC)C3=O)CC1` gave procasp3 activ -1, AGP1-GFP MLPCN 95, CIT2-GFP yeast 96, MEP2-GFP yeast 91, RPL19A TOR yeast 97, proCasp7 act -2, AHR act 5 and LAP4 TOR yeast 94.

The closing two entries of the section before are carried over, then new ones follow.
`Fc1ccc(CNCc2ccc(Br)cc2)cc1` gave procasp3 activ -4, AGP1-GFP MLPCN 93, CIT2-GFP yeast 100, MEP2-GFP yeast 97, RPL19A TOR yeast 100, proCasp7 act 2, AHR act 0 and LAP4 TOR yeast 85.
`CCN1CCN(Cc2c(O)ccc3c2O/C(=C\C=C\c2ccccc2OC)C3=O)CC1` gave procasp3 activ -1, AGP1-GFP MLPCN 95, CIT2-GFP yeast 96, MEP2-GFP yeast 91, RPL19A TOR yeast 97, proCasp7 act -2, AHR act 5 and LAP4 TOR yeast 94.
For Cc1ccc(-c2noc(-c3ccno3)n2)cc1 the results were procasp3 activ -5, AGP1-GFP MLPCN 96, CIT2-GFP yeast 95, MEP2-GFP yeast 98, RPL19A TOR yeast 97, proCasp7 act -3, AHR act -4 and LAP4 TOR yeast 101.
For CN(CC(=O)NCCc1ccc(F)cc1)Cc1ccc(Br)cc1 the results were procasp3 activ 4, AGP1-GFP MLPCN 109, CIT2-GFP yeast 102, MEP2-GFP yeast 102, RPL19A TOR yeast 102, proCasp7 act 4, AHR act 1 and LAP4 TOR yeast 102.
For CCOc1ccccc1NS(=O)(=O)c1cn(C)c(=O)n(C)c1=O the results were procasp3 activ 1, AGP1-GFP MLPCN 106, CIT2-GFP yeast 116, MEP2-GFP yeast 94, RPL19A TOR yeast 97, proCasp7 act 0, AHR act 9 and LAP4 TOR yeast 107.
Screening O=C(CCc1ccccc1)NNC(=O)C12CC3CC(CC(C3)C1)C2 returned procasp3 activ -2, AGP1-GFP MLPCN 90, CIT2-GFP yeast 102, MEP2-GFP yeast 95, RPL19A TOR yeast 93, proCasp7 act 10, AHR act 0 and LAP4 TOR yeast 90.
Screening CCN(CC)CCN(C(=O)c1ccc(C(=O)c2ccccc2)cc1)c1nc2c(OC)cccc2s1 returned procasp3 activ 0, AGP1-GFP MLPCN 104, CIT2-GFP yeast 98, MEP2-GFP yeast 104, RPL19A TOR yeast 95, proCasp7 act 5, AHR act 2 and LAP4 TOR yeast 113.
`Cc1ccccc1C(=O)NNC1CC(=O)N(c2ccc3c(c2)OCCO3)C1=O` (stereo unspecified) gave procasp3 activ -1, AGP1-GFP MLPCN 100, CIT2-GFP yeast 101, MEP2-GFP yeast 93, RPL19A TOR yeast 104, proCasp7 act -3, AHR act 2 and LAP4 TOR yeast 87.
C[C@H](N)C(=O)OCc1ccc([N+](=O)[O-])cc1 was read as procasp3 activ 8, MEP2-GFP yeast 102, RPL19A TOR yeast 105, proCasp7 act -1 and AHR act -1.
Cc1cc(OCC(=O)N2CCN(c3ccccn3)CC2)c(C)cc1Br was read as procasp3 activ 1, AGP1-GFP MLPCN 101, CIT2-GFP yeast 78, MEP2-GFP yeast 86, RPL19A TOR yeast 81, proCasp7 act -13, AHR act 54* and LAP4 TOR yeast 144.
`Cc1nc(N)ncc1Sc1ccccc1` gave procasp3 activ -13, AGP1-GFP MLPCN 90, CIT2-GFP yeast 92, MEP2-GFP yeast 89, RPL19A TOR yeast 82, proCasp7 act 3, AHR act 0 and LAP4 TOR yeast 97.
For COc1ccc(-c2nnn(CC(=O)Nc3ccc4c(c3)OCCO4)n2)cc1OC the results were procasp3 activ 8, AGP1-GFP MLPCN 98, CIT2-GFP yeast 98, MEP2-GFP yeast 105, RPL19A TOR yeast 99, proCasp7 act -2, AHR act -1 and LAP4 TOR yeast 101.
Screening O=C(CN1C(=O)NC2(CCCC2)C1=O)OCc1c(F)cccc1Cl returned procasp3 activ -22, AGP1-GFP MLPCN 104, CIT2-GFP yeast 108, MEP2-GFP yeast 105, RPL19A TOR yeast 102, proCasp7 act 15, AHR act 0 and LAP4 TOR yeast 105.
`COCCOC(=O)c1c(C)oc2cc(Br)c(OCC(N)=O)cc12` gave procasp3 activ -3, AGP1-GFP MLPCN 99, CIT2-GFP yeast 102, MEP2-GFP yeast 100, RPL19A TOR yeast 104, proCasp7 act -1, AHR act 0 and LAP4 TOR yeast 94.
Screening CCOC(=O)C1CCN(C(=O)CN2C(=O)NC(C)(c3ccc4cc(OC)ccc4c3)C2=O)CC1 (stereo unspecified) returned procasp3 activ -10, AGP1-GFP MLPCN 101, CIT2-GFP yeast 113, MEP2-GFP yeast 114, RPL19A TOR yeast 100, proCasp7 act 3, AHR act 0 and LAP4 TOR yeast 95.
Screening O=C(c1ccccc1Sc1ccccc1[N+](=O)[O-])N1CCCCC1 returned procasp3 activ 7, AGP1-GFP MLPCN 95, CIT2-GFP yeast 94, MEP2-GFP yeast 91, RPL19A TOR yeast 93, proCasp7 act 2, AHR act 1 and LAP4 TOR yeast 89.
Screening O=C(Nc1ccc(CN2CCOCC2)cc1)c1ccc(-c2ccc(Cl)cc2Cl)o1 returned procasp3 activ 3, AGP1-GFP MLPCN 99, CIT2-GFP yeast 85, MEP2-GFP yeast 106, RPL19A TOR yeast 95, proCasp7 act 7, AHR act 3 and LAP4 TOR yeast 115.
Screening CC1(C)C[C@H]2C3=CCC4[C@@]5(C)CC[C@H](O)[C@@](C)(CO)C5CC[C@@]4(C)[C@]3(C)C[C@@H](O)[C@@]2(CO)[C@@H](O)[C@@H]1O (stereo partly specified) returned procasp3 activ 5, AGP1-GFP MLPCN 113, CIT2-GFP yeast 108, MEP2-GFP yeast 103, RPL19A TOR yeast 108, proCasp7 act 12, AHR act -1 and LAP4 TOR yeast 106.
COc1ccc(N=C2SC(CC(=O)Nc3ccc(F)cc3)C(=O)N2Cc2ccco2)cc1 (stereo unspecified) was read as procasp3 activ -4, AGP1-GFP MLPCN 110, CIT2-GFP yeast 109, MEP2-GFP yeast 110, RPL19A TOR yeast 93, proCasp7 act 4, AHR act 2 and LAP4 TOR yeast 128.
`CCOC(=O)c1ccc(NC(=O)CSc2nc3cccnc3n2C)cc1` gave procasp3 activ 2, AGP1-GFP MLPCN 94, CIT2-GFP yeast 80, MEP2-GFP yeast 93, RPL19A TOR yeast 95, proCasp7 act -9, AHR act 4 and LAP4 TOR yeast 93.
Screening Cn1cc([N+](=O)[O-])c(C(=O)Nc2ccn(Cc3c(F)c(F)cc(F)c3F)n2)n1 returned procasp3 activ -1, AGP1-GFP MLPCN 92, CIT2-GFP yeast 99, MEP2-GFP yeast 95, RPL19A TOR yeast 93, proCasp7 act 0, AHR act 2 and LAP4 TOR yeast 93.
